Source: PubChem BioAssay
p-CIP stab down: lowers stability of the mouse p/CIP coactivator protein; hit rate 0.01% among 290,000; F442A p/CIP-EGFP cells, EGFP fluorescence, 16 h; AID 1984; decrease of EGFP signal, % at 10 µM; Q05BA5;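 active = EGFP signal decrease of at least 30% at 10 µM or well 3 SD below plate mean, unless failing retest; inactive = the rest, including hits failing retest or dose response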; also: some compounds called inactive have numbers as strong as hits; many of its hits are not listed in these tables
Target sequence (Q05BA5 1-1403): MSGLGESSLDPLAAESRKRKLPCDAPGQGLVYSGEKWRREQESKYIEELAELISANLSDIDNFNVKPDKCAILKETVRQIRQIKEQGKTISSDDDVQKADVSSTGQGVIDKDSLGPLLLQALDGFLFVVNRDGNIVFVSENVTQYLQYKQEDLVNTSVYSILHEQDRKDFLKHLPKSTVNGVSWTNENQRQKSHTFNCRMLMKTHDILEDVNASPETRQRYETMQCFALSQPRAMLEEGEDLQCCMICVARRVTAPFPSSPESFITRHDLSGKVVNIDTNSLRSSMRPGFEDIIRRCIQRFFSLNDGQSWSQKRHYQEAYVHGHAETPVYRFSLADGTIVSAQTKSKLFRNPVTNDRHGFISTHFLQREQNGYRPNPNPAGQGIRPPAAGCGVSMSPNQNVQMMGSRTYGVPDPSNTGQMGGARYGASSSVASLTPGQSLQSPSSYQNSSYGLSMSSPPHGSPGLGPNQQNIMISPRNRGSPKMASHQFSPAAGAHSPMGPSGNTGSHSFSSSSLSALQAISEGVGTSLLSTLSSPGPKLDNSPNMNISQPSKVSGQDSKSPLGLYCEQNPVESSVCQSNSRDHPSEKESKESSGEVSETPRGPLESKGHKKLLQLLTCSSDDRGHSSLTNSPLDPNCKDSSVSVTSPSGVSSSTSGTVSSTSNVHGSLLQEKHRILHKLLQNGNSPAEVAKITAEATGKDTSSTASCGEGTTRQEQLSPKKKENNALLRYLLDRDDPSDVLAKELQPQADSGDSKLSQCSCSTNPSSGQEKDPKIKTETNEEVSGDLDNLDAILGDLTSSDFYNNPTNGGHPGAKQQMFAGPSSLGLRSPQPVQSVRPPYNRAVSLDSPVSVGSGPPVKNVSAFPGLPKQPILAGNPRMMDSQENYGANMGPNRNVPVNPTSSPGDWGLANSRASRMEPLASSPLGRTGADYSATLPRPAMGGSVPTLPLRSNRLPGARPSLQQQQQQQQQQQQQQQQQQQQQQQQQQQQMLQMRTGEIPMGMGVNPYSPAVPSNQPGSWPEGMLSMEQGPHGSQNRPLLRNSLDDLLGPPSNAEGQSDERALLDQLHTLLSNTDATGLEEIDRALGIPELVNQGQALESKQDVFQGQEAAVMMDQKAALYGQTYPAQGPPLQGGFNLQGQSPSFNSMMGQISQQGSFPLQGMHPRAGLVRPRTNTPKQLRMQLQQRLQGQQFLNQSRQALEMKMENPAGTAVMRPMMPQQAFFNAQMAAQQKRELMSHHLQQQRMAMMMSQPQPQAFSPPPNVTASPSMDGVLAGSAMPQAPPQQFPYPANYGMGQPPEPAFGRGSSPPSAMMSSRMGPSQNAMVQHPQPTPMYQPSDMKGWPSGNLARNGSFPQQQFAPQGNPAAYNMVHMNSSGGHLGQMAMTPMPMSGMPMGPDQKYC
IDE cell activ: activators of human insulin-degrading enzyme in cells; activation, % at 5.96 µM; P14735; hit rate 0.073% among 340,000; AID 493087; HEK cells, FAbeta-B cleavage, fluorescence polarization; 0% vehicle, 100% cell-free pure enzyme wells;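 active = activation above the mean of all tested compounds plus 3 SD, set per screening campaign, cut at about 17% in these data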
IDE cell inh: inhibits human insulin-degrading enzyme in HEK cells | P14735 | FAbetaB cleavage, fluorescence polarization | inhibition, % at 5.59 µM | hit rate 0.41% among 320,000 | AID 434962;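 active = percent inhibition above the average of all tested compounds plus 3 SD, set per screening campaign, cut at about 16% in these data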;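 also: IDE supplied by intact live HEK cells; FP after avidin binding of uncleaved biotin substrate so inhibition keeps polarization high; 0% = DMSO wells and 100% = 60 µM reference IDE inhibitor Ii1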
PHOSPHO1 block: PHOSPHO1 (human) inhibition | AID 1565 | Q8TCT1 | recombinant PHOSPHO1, absorbance phosphatase assay | inhibition, % at 13.3 µM | hit rate 1.1% among 290,000; in the data active = inhibition above about 60%
* = called active by the depositor; x = not tested or not shown. This is a subset (hit frequency here may not be typical).

1: CCN1C[C@@H]2[C@@H]3C(=O)N(C)C(=O)[C@@H]3[C@](C)(C1=O)N2C(=O)c1ccc(F)cc1
2: COc1ccc(CC(=O)N[C@@H]2c3ccccc3CC[C@@H]2OCc2ccccc2)cc1
3: CC(=O)OCC1OC(n2c3c(cc(C#N)c2=S)CCCC3)C(OC(C)=O)C(OC(C)=O)C1OC(C)=O (stereo unspecified)
4: CCOc1cc(C=NN=C2c3ccccc3-c3ccccc32)ccc1O
5: COc1ccc2[nH]c3c(c2c1)CCN1C(=O)C(CC(=O)NCCN2CCOCC2)C[C@H](C(=O)N2CCCCC2)[C@@]31C (stereo partly specified)

assay / compound	1	2	3	4	5
IDE cell inh	x	x	x	x	x
p-CIP stab down	x	x	x	x	x
PHOSPHO1 block	x	x	x	x	x
IDE cell activ	1	4	5	-3	2

Among those listed so far, these have nitrogen in an aromatic ring:
3: CC(=O)OCC1OC(n2c3c(cc(C#N)c2=S)CCCC3)C(OC(C)=O)C(OC(C)=O)C1OC(C)=O (stereo unspecified)
5: COc1ccc2[nH]c3c(c2c1)CCN1C(=O)C(CC(=O)NCCN2CCOCC2)C[C@H](C(=O)N2CCCCC2)[C@@]31C (stereo partly specified)

assay / compound	3	5
IDE cell inh	x	x
p-CIP stab down	x	x
PHOSPHO1 block	x	x
IDE cell activ	5	2

Following part
6: COc1ccc(C(=O)COC(=O)[C@H](C)NS(=O)(=O)c2ccc(NC(C)=O)cc2)cc1OC
7: O=C(Nc1nc2cc3c(cc2s1)OCCO3)C1CCCCC1
8: O=C(CCN1CCN(c2ccccc2)CC1)NNC(=O)Cc1ccc(Br)cc1
9: O=C(O)C(C=C(Cl)Cl)N1CCOCC1 (stereo unspecified)
10: CC[C@]12c3[nH]c4cc(CCC(=O)N(C)C)ccc4c3CCN1C(=O)[C@@H](CC(=O)NCc1cccc(C(F)(F)F)c1)C[C@@H]2C(=O)N1CCN(C(=O)C2CC2)CC1

assay / compound	6	7	8	9	10
IDE cell inh	x	x	x	x	x
p-CIP stab down	x	x	x	x	x
PHOSPHO1 block	x	x	x	x	x
IDE cell activ	-1	1	-3	3	2

11: C[C@]12c3[nH]c4cc(-c5ccco5)ccc4c3CCN1C(=O)[C@@H](CC(=O)NCCc1ccccn1)C[C@@H]2C(=O)N1CCCCC1
12: O=C(CSc1ccc(Cl)cc1)OCC(=O)N1CCN(c2ccccc2)CC1
13: COc1ccc(C2c3cc(OC)c(OC)cc3CC3C(=O)OCC32)cc1OC (stereo unspecified)
14: O=[N+]([O-])c1cc2ccccc2nc1-c1ccccc1
15: c1ccc(CCc2cccnc2)cc1

assay / compound	11	12	13	14	15
IDE cell inh	x	x	x	x	x
p-CIP stab down	x	x	x	x	x
PHOSPHO1 block	x	x	x	x	x
IDE cell activ	5	8	2	4	2

16: CN(Cc1ccccc1)C(=O)c1cccc(NC(=O)Cc2ccc(NC(=O)C3CCN(C(=O)C4CCC4)CC3)cc2)c1
17: O=C(OCc1ccccc1)N1C=CC2CC1c1c(Cl)cccc12 (stereo unspecified)
18: CC(=O)N1CCN(C(=O)c2cccc(S(=O)(=O)N3CCOCC3)c2)CC1
19: Cc1cc(NS(=O)(=O)c2ccc(NC(=O)Cc3ccc(Cl)c(Cl)c3)cc2)no1
20: COC(C[C@H]1O[C@H]1[C@@H](O)[C@@H](C)OCc1ccccc1)OC

assay / compound	16	17	18	19	20
IDE cell inh	x	x	x	x	x
p-CIP stab down	x	x	x	x	-9
PHOSPHO1 block	x	x	x	x	22
IDE cell activ	1	-1	-1	0	3

21: COC(C[C@@H](O)CC(=O)COCc1ccccc1)OC
22: Cc1ccc(SCCN2CCN(CC(C)C)CCC2=O)cc1
23: COc1ccc([C@@H]2C[C@@H](c3ccccc3)Oc3cc(C)cc(C)c32)cc1
24: Cc1ccc(SC[C@H](Cc2ccccc2)N2CCN(C)CCC2=O)cc1
25: COc1ccc([C@@H]2C[C@H](c3ccccc3)Oc3cc(C)cc(C)c32)cc1

assay / compound	21	22	23	24	25
IDE cell inh	x	x	x	x	x
p-CIP stab down	-4	-8	-7	-12	-15
PHOSPHO1 block	18	25	53	20	6
IDE cell activ	2	-1	2	-1	4

26: COC(C[C@H]1O[C@@H]1[C@@H](O)[C@H](C)OCc1ccccc1)OC
27: COC(C[C@H](O)C[C@@H](O)[C@@H](C)OCc1ccccc1)OC
28: COC(C[C@H](O)C[C@H](O)COCc1ccccc1)OC
29: CCCN1CCC(=O)N(CCSc2ccc(C)cc2)CC1
30: Cc1nc(C(=O)NCCC(C)C)sc1C1(C)CC(c2cccc([N+](=O)[O-])c2)=NO1 (stereo unspecified)

assay / compound	26	27	28	29	30
IDE cell inh	x	x	x	x	x
p-CIP stab down	4	-5	-12	-4	-4
PHOSPHO1 block	9	26	48	30	-3
IDE cell activ	5	-1	0	2	6

31: Cc1nn(CC(=O)Nc2ccc3c(c2)CCC3)c(C)c1[N+](=O)[O-]
32: COc1cccc([C@@H]2CC=C(C(=O)O)CN2S(=O)(=O)c2ccc(C)cc2)c1
33: Cc1ccc([C@H]2C(C(=O)O)=CC[C@@H](c3ccc(Cl)c(Cl)c3)N2S(=O)(=O)c2ccc(C)cc2)cc1
34: Cc1cccc(CCN2C(Nc3ccccc3)=NC[C@@H]2CC(C)C)c1
35: C/C(=N\NC(=O)c1cccc(S(=O)(=O)N2CCOCC2)c1)c1ccc(C)cc1

assay / compound	31	32	33	34	35
IDE cell inh	-2	0	3	2	5
p-CIP stab down	x	x	x	x	x
PHOSPHO1 block	x	x	x	x	x
IDE cell activ	0	-2	-4	6	1

Only IDE cell inh, for some of the entries so far:
| entry | canonical_smiles | IDE cell inh |
| --- | --- | --- |
| 31 | Cc1nn(CC(=O)Nc2ccc3c(c2)CCC3)c(C)c1[N+](=O)[O-] | -2 |
| 32 | COc1cccc([C@@H]2CC=C(C(=O)O)CN2S(=O)(=O)c2ccc(C)cc2)c1 | 0 |
| 33 | Cc1ccc([C@H]2C(C(=O)O)=CC[C@@H](c3ccc(Cl)c(Cl)c3)N2S(=O)(=O)c2ccc(C)cc2)cc1 | 3 |

Next compounds.
36: CCC(C)N(C(=O)COC(=O)c1nc(Cl)ccc1Cl)C1CCS(=O)(=O)C1 (stereo unspecified)
37: Cc1ccc(C)c(Nc2cc(C)nc3ccccc23)c1
38: O=C(COc1coc(CN2CCN(c3ccccc3F)CC2)cc1=O)NC1CCCC1
39: CCCn1c(SCC(=O)c2cc(C)n(C3CC3)c2C)n[nH]c1=O
40: CN(CC(=O)Nc1ccc(Cl)c(C(F)(F)F)c1)C(=O)CCC(=O)c1ccccc1

assay / compound	36	37	38	39	40
IDE cell inh	1	4	2	-3	3
p-CIP stab down	x	x	x	x	x
PHOSPHO1 block	x	x	x	x	x
IDE cell activ	-3	1	3	3	5

41: N=c1c2ccccc2nc2n1CCCCCCCCCCC2
42: NC(=O)C1Cc2ccccc2CN1C(=O)c1nn(Cc2ccccc2)c(=O)c2ccccc12 (stereo unspecified)
43: C[C@H]1CN([C@@H](C)CO)C(=O)c2cccc(NS(=O)(=O)c3cn(C)cn3)c2O[C@H]1CN(C)S(C)(=O)=O
44: Cc1ccc(C)c(CNc2ccc(S(=O)(=O)N3CCCCC3)cc2)c1
45: O=C(Nc1ccccc1N1CCOCC1)c1ccncc1

assay / compound	41	42	43	44	45
IDE cell inh	2	8	3	-3	-7
p-CIP stab down	x	x	x	x	x
PHOSPHO1 block	x	x	x	x	x
IDE cell activ	0	5	-2	2	1

46: CN(C)S(=O)(=O)c1ccc(C(=O)Nc2ccccc2C(=O)NCCCN2CCOCC2)cc1
47: CS(=O)(=O)c1ccc(C(=O)Nc2cc(-c3ccccc3)nn2-c2ccccc2)cc1
48: Cc1ccsc1C(=O)OCC(=O)c1cc(C)n(C)c1C
49: O=C(CCNC(=O)c1ccc(Br)cc1)NCCCc1ccccc1
50: Cc1ccc(C(=O)OC(C)C(=O)NC2CCCCC2C)s1 (stereo unspecified)

assay / compound	46	47	48	49	50
IDE cell inh	-4	3	-1	-2	0
p-CIP stab down	x	x	x	x	x
PHOSPHO1 block	x	x	x	x	x
IDE cell activ	2	4	3	-1	0

51: CCOc1ccc(C(=O)N2CCN(c3ncccn3)CC2)cc1
52: COc1ccc([C@H]2CC(=O)C=C(/C=C/c3ccc(Cl)cc3)C2)cc1
53: CCCCCCSc1ccc([C@H]2N[C@@](CC(C)C)(C(=O)OC)[C@H]3C(=O)N(CC)C(=O)[C@@H]23)cc1
54: CC(C)c1cccc(C2=CC(=O)C[C@H](c3ccc(F)cc3)C2)c1
55: CC(=O)Nc1oc(-c2cccc3ccccc23)nc1C#N

assay / compound	51	52	53	54	55
IDE cell inh	4	-3	0	1	3
p-CIP stab down	x	x	x	x	x
PHOSPHO1 block	x	x	x	x	x
IDE cell activ	5	4	5	-1	8

56: CCN(C(=O)CSc1nc2ccc(C)cc2[nH]1)C1CCS(=O)(=O)C1 (stereo unspecified)
57: COC(=O)[C@]1(C)CCC[C@@]2(C)C3CC[C@@]4(C)C[C@]3(CCC21)CC(=O)N4C (stereo partly specified)
58: COc1cc(/C=C/C(=O)OCC(=O)N2CCC(C)CC2)ccc1O
59: COCCN(C(=O)COC(=O)CCCOc1ccc(OC)cc1)c1c(N)n(Cc2ccccc2)c(=O)[nH]c1=O
60: Cc1noc(C)c1S(=O)(=O)Nc1ccc2c(c1)C(=O)N([C@H](C)CO)C[C@H](C)[C@@H](CN(C)C(=O)NC(C)C)O2

assay / compound	56	57	58	59	60
IDE cell inh	1	-2	-2	4	-4
p-CIP stab down	x	x	x	x	x
PHOSPHO1 block	x	x	x	x	x
IDE cell activ	3	7	7	-3	2

61: CC(OC(=O)c1ccc(Br)c(S(=O)(=O)N2CCOCC2)c1)C(=O)NC1CCCCC1C (stereo unspecified)
62: C#CCOCCOCCOCCNc1nc(N2CCN(C(=O)Cn3cc(CCCCN)nn3)CC2)nc(N2CCN(C(=O)[C@H](CCCCN)n3cc(CCCC)nn3)CC2)n1
63: CN1CCN(S(=O)(=O)c2ccc(C(F)(F)F)cc2)C(c2ccccc2)C1 (stereo unspecified)
64: O=C(COC(=O)c1c(F)cccc1F)NCc1cccs1
65: O=C(c1ccc(Cl)c(Cl)c1)N1CCC(=O)N(C(CO)Cc2ccccc2)CC1 (stereo unspecified)

assay / compound	61	62	63	64	65
IDE cell inh	6	11	-3	2	7
p-CIP stab down	x	x	x	x	x
PHOSPHO1 block	x	x	x	x	x
IDE cell activ	0	0	1	3	3

66: CCN(CC)C(=O)N1CCN(c2c([N+](=O)[O-])c(=O)oc3ccccc23)CC1
67: Cc1ccc(S(=O)(=O)NCC(=O)OCC(=O)Nc2cccc(S(=O)(=O)N3CCOCC3)c2)cc1
68: COC(C/C=C/[C@H](O)[C@@H](C)OCc1ccccc1)OC
69: O=C(COc1ccc(-n2cnnn2)cc1)Nc1ccc(F)cc1
70: CCOc1ccccc1C(=O)NCC(=O)NNC(=O)c1cccc(S(=O)(=O)Nc2ccc(OC)cc2)c1

assay / compound	66	67	68	69	70
IDE cell inh	0	7	4	4	-4
p-CIP stab down	x	x	x	x	x
PHOSPHO1 block	x	x	x	x	x
IDE cell activ	-5	-5	0	1	5

71: COc1ccc(S(=O)(=O)N2CCCCCC2)cc1C(=O)N(C)CCOc1ccc(Cl)cc1
72: Cc1cn2c(=O)c(C(=O)N3CCN(c4ccccc4F)CC3)cnc2s1
73: CCc1cccc2c(C(=O)CN3C(=O)NC4(CCCCC4)C3=O)c[nH]c12
74: CCN(C(=O)COC(=O)c1cc(=O)c2ccccc2o1)c1c(N)n(Cc2ccccc2)c(=O)[nH]c1=O
75: COc1ccc(N2CCN(C(=O)CN3c4cccc5cccc(c45)S3(=O)=O)CC2)cc1

assay / compound	71	72	73	74	75
IDE cell inh	0	-6	0	2	1
p-CIP stab down	x	x	x	x	x
PHOSPHO1 block	x	x	x	x	x
IDE cell activ	4	0	2	-1	-6

76: O=C(Nc1cccc(S(=O)(=O)N2CCCCCC2)c1)C1CC(=O)N(c2ccc3c(c2)OCCO3)C1 (stereo unspecified)
77: Cc1cc(C)c(S(=O)(=O)Nc2cccc(C(=O)O)c2)cc1S(=O)(=O)Nc1cccc(C(=O)O)c1
78: C[C@@H]1COC(=O)[C@H](CC(=O)OC(C)(C)C)C/C=C\C[C@@H](CC(=O)N[C@H](CO)Cc2ccccc2)C(=O)N1
79: CCOc1ccccc1/C=C/C(=O)N1CCN(C(=O)c2ccco2)CC1
80: O=S(=O)(c1cccc2cnccc12)N1CCNCC1
81: COC(=O)C1=C(C)N(Cc2ccccc2)C(=NCC(C)C)N[C@H]1c1cccc(F)c1
82: CC(=O)c1cccc(NC(=O)c2cc(=O)[nH]c3ccc(S(=O)(=O)N4CCOCC4)cc23)c1

assay / compound	76	77	78	79	80	81	82
IDE cell inh	4	1	1	4	4	-1	1
p-CIP stab down	x	x	x	x	x	x	x
PHOSPHO1 block	x	x	x	x	x	x	x
IDE cell activ	-3	5	3	2	6	10	1
